# ANO1 block = TMEM16A chloride channel inhibitors, primary screen, cell-based, HTS; HEK293 TMEM16A/YFP iodide influx fluorescence, ionomycin; normalized B-score (activity score, 25-100; higher = stronger inhibition) at 10 µM; 1.2% of 310,000 active; AID 588511, 2011;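 active = ratio plate-corrected score three or more library SD toward inhibition, starting fluorescence score within five deviations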;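 note: score derived from kinetic fluorescence span divided by baseline fluorescence per well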
# RGS4 act = RGS4 potentiators or activators, primary screen, cell-based, HEK293 M3R inducible RGS4, calcium flux. carbachol calcium flux Fluo4; stronger effect = lower value. B-score at 10 µM. 0.92% of 310,000 active;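 active = B-score of the integrated calcium signal more than 4 SD below the library mean, with starting fluorescence not abnormally high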;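 note: negative B-score means reduced calcium response which marks RGS4 activation or potentiation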
#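 Material: M3R-expressing HEK293 line, RGS4 induced by doxycycline | Schedule: Overnight RGS4 induction, 30 min dye load 37 °C, 20 min compound RT | Measured by: Fluo4 fluorescence kinetic imaging of calcium | Read-out: Integrated calcium ratio converted to B score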
# hERG protect = hERG rescue from dofetilide block, primary screen, cell-based, CHO-hERG, FluxOR thallium flux, dofetilide IC70; Voltage-gated inwardly rectifying potassium channel KCNH2 (Homo sapiens), Q12809; 0.51% of 310,000 active; dofetilide IC70 present; activation (rescue from dofetilide block), less the hit threshold, % at 10 µM; AID 1511, 2009;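 active = activation above the mean of controls blocked by dofetilide plus 5 SD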;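 note: thallium influx through hERG after potassium depolarization seen as dye fluorescence rise; in these data hits start at about 4.7%; inactives centre near -7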
# HDAC3 inh = HDAC3 deacetylase inhibitors, primary screen, biochemical, fluorescence, cell-free homogeneous; Histone deacetylase 3 (Homo sapiens), O15379; recombinant HDAC3, fluorogenic peptide/trypsin coupled; inhibition, % at 8.3 µM; 0.15% of 320,000 active; in the data active = inhibition above about 26%, passing the limit was not always enough; inconclusive = no clear call, values can overlap the other calls
# KCNQ1 block = inhibitors of human KCNQ1 channel, primary screen, cell-based, thallium flux, high-throughput | Potassium voltage-gated channel subfamily KQT member 1 (Homo sapiens), P51787 | CHO-K1 KCNQ1, FluxOR thallium flux fluorescence; stronger effect = higher value | B-score at 10 µM | 1.3% of 310,000 active | AID 2642, 2010;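 active = compounds whose thallium flux B-score, printed positive for inhibition, exceeds three library SD while starting fluorescence stays within three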;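 note: channel opened by potassium depolarization with thallium stimulus after 20 min compound exposure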
# TMEM16A act = TMEM16A chloride channel activators or potentiators, primary screen, cell-based, HTS | B-score at 10 µM | AID 623877, 2012 | Anoctamin-1 (Mus musculus), Q8BHY3 | HEK293 TMEM16A/YFP-H148Q/I152L, iodide quench fluorescence; stronger effect = lower value | 0.3% of 340,000 active;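 active = fluorescence-ratio B-score plate-corrected deviation score at least 3 library SD below zero, with starting fluorescence score within 5 deviations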;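 note: channel opened by trigger with iodide after compound preincubation; score built on the fluorescence ratio of max minus min over baseline; more negative score means more quench and so TMEM16A activation or potentiation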
# SKKanGAS inh = S. pyogenes SKKanGAS growth inhibitors in kanamycin, primary screen, streptokinase expression inhibitor project, SKKanGAS strain, BacTiter-Glo luminescence. 6 h. AID 1662, 2009. inhibition, % at 7.5 µM. 1.3% of 300,000 active;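 active = mean replicate score, as percent of positive control median, at least 50; inconclusive = mean below 50 but one replicate at or above 50; inactive = mean and every replicate below 50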;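 note: strain carries kanamycin resistance gene driven by streptokinase promoter and grows in 40 µg/ml kanamycin; loss of luminescence reflects streptokinase promoter inhibition or plain growth inhibition; 0% = median of DMSO wells and 100% = positive control at its reference dose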
# RGS4 block = RGS4 inhibitors, primary screen, cell-based, HEK293 M3R inducible RGS4, calcium flux. 0.45% of 310,000 active. B-score at 10 µM. AID 463165, 2010. Fluo-4 calcium flux; stronger effect = higher value; triggered by carbachol at its EC20. Regulator of G-protein signaling 4 (Homo sapiens), P49798;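 active = B-score, a plate-corrected calcium signal, over three deviations above library mean, with baseline fluorescence within five deviations of library mean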;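 note: RGS4 expression induced by doxycycline in cells with stable M3 receptor; B-score is computed from the integrated fluorescence ratio over baseline after carbachol; higher B-score means a larger calcium signal and so more RGS4 inhibition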
# Target sequence (P49798 whole entry, looked up): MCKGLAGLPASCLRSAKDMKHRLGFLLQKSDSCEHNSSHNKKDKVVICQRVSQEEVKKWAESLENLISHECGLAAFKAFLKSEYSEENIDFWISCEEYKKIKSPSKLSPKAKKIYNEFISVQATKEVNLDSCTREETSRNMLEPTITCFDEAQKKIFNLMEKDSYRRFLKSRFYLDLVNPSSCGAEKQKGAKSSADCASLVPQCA
# KCNQ1 pot = potentiators or activators of KCNQ1 channel, primary screen, cell-based, thallium flux, high-throughput; Potassium voltage-gated channel subfamily KQT member 1 (Homo sapiens), P51787; CHO-K1 KCNQ1, thallium flux FluxOR fluorescence; stronger effect = higher value; B-score at 10 µM; 0.35% of 310,000 active; AID 2648, 2010;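 active = fluorescence ratio B-score, a plate-corrected score, at least three library SD, with initial intensity B-score within 5 SD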
#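 Medium – assay buffer, equal DMSO in all wells · Material – CHO-K1 cell line with stable KCNQ1 potassium channel expression · Signal – kinetic FluxOR thallium fluorescence, 10-s 1-Hz baseline, 110-s post-stimulus read · Compound – single concentration per compound, DMSO matched to controls · Schedule – 37 °C overnight plating, 90-min dark dye load, 20-min compound pretreatment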
# KCNK3 inh = human KCNK3 channel inhibitors, primary screen, CHO cells, FluxOR thallium flux, B-score; Potassium channel subfamily K member 3 (Homo sapiens), O14649; FluxOR fluorescence; stronger effect = lower value; B-score at 10 µM; 0.84% of 340,000 active; AID 602410, 2012;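 active = B-score under library mean minus 4 SD, starting fluorescence ratio at most library mean plus 5 SD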;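 note: more negative B-score means stronger inhibition of thallium flux through KCNK3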
# Target sequence (O14649 whole entry, looked up): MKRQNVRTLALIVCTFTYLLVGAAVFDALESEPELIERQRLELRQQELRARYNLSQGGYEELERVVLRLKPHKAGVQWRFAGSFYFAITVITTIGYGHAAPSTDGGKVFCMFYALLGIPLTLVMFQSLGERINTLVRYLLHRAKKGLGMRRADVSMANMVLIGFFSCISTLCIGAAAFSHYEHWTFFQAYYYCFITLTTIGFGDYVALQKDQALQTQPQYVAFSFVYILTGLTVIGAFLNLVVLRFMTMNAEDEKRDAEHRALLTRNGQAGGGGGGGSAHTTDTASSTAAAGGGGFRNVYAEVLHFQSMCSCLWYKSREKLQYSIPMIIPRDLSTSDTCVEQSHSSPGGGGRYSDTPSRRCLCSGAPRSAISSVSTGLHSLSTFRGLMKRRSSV
# KCNK9 block = KCNK9 potassium channel inhibitors, primary screen, HEK293 cells, thallium flux | Potassium channel subfamily K member 9 (Homo sapiens), Q9NPC2 | AID 488922, 2010 | B-score at 10 µM | 1.2% of 310,000 active | FluxOR thallium flux fluorescence; stronger effect = lower value;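 active = ratio B-score over 3 SD below the library mean, with starting fluorescence within 5 SD of its mean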;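 note: negative B-score means less thallium flux so channel inhibition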
# Target sequence (Q9NPC2 whole entry, looked up): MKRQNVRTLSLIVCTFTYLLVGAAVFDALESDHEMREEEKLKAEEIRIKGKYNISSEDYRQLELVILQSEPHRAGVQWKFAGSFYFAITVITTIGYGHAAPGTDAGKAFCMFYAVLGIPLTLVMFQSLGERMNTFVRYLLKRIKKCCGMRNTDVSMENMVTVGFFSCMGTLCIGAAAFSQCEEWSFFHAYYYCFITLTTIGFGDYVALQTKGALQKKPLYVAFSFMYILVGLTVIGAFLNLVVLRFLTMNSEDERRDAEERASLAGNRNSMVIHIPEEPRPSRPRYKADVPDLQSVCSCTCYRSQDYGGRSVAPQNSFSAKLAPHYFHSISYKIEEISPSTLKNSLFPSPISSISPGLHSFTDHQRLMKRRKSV
# An asterisk follows results filed as active; i = inactive; ? = inconclusive; / = not tested or not shown.
SMILES,ANO1 block,RGS4 act,hERG protect,HDAC3 inh,KCNQ1 block,TMEM16A act,SKKanGAS inh,RGS4 block,KCNQ1 pot,KCNK3 inh,KCNK9 block
COc1ccc(NC(=O)c2c(NC(=O)CNCc3ccco3)sc3c2CCC3)cc1,i,i,-6,-3,i,i,8,i,i,i,i
Cc1ccc(S(=O)(=O)CC(=O)Nc2cc(C)on2)cc1,i,i,-4,-1,i,i,-3,i,i,i,i
Cc1ccc(S(=O)(=O)N(C)C)cc1NC(=S)NC1CCCC(C)C1C (stereo not given),i,i,-3,4,i,i,15,i,i,i,i
CC(=O)Nc1ccc(NC(=O)c2ccccc2CC[N+](=O)[O-])cc1,i,i,-7,-5,i,i,-17,i,i,i,i
CCc1nnc(NC(=O)CSc2sc3c(O)cc(=O)[nH]c3c2C#N)s1,i,i,0,-5,i,i,12,i,i,i,i
CC(=O)N1c2ccc(S(=O)(=O)N3CCCCC3)cc2CC1C(=O)Nc1ccc(F)cc1C (stereo not given),i,i,-9,9,i,i,4,i,i,-10*,i
N#CCC(=O)Nc1ccc(C(=O)NCCC(c2ccccc2)c2ccccc2)cc1,i,i,-1,1,i,i,11,i,i,i,i
CC(=O)N1CCN=C1SCc1ccc(C(F)(F)F)cc1,i,i,-3,-2,i,i,4,i,i,i,i
CC1CCN(C(=O)c2ccc(CSc3nc4ccncc4n3Cc3ccc(F)cc3)cc2)CC1,i,i,-14,0,i,i,5,i,i,i,i
COC(=O)c1cc2sccc2n1CC(=O)Nc1ccc(OC)c(OC)c1OC,i,i,-6,-4,i,i,22,i,i,i,i
Cc1ccc(C(=O)COC(=O)C(C)N2C(=O)C3C4CCC(C4)C3C2=O)cc1 (stereo not given),i,i,-12,1,i,i,39,i,i,i,i
COc1ccc(OC)c(N2C(N)=NC(N)=NC23CCCC3)c1,i,i,-10,-4,i,i,-3,i,i,i,i
O=C(Cc1ccc(Cl)cc1)Nc1ccc2oc(-c3ccncc3)nc2c1,i,i,0,-11,i,i,-1,i,i,i,i
Fc1ccccc1N1CCN(c2cnc3ccccc3n2)CC1,i,i,0,10,i,i,6,i,i,i,i
CCOC(=O)CNC(=O)C1CCC(CNS(=O)(=O)c2cccc3nsnc23)CC1 (stereo not given),i,i,-9,/,i,i,1,i,i,i,i
CC(=O)Oc1cccc(N2C(=O)C3CC=C(Cl)CC3C2=O)c1 (stereo not given),i,i,-6,-5,i,i,-2,i,i,i,i
COc1ccc(C(c2sc3ncnn3c2O)N2CCN(c3ccccc3F)CC2)cc1OC (stereo not given),i,i,-7,/,i,i,1,i,i,i,i
CN1CCN(C(=O)CCc2nnc3ccc(N4CCC5(CC4)OCCO5)nn23)CC1,i,i,-4,?,i,i,2,i,i,i,i
Cc1ccc(OCCNC(=O)CCNS(=O)(=O)c2ccc(C)cc2)cc1,i,i,-13,9,i,i,-1,i,i,i,i
CCOC(=O)Nc1sc2nc(C)cc(C)c2c1-n1cccc1,i,i,-7,-1,i,i,0,i,i,i,i
COc1ccc(C2C(C(=O)Nc3cccnc3)=C(C)Nc3nc(-c4ccco4)nn32)cc1 (stereo not given),i,i,-8,16,i,i,-1,i,i,i,i
O=C1OC(/C=C/c2ccc(Cl)cc2)=NC/1=C/c1ccco1,i,i,-6,3,i,i,1,i,i,i,i
CC(C)N(Cc1nc(-c2ccc(Cl)cc2)no1)Cc1nccn1C,i,i,-3,2,i,i,-6,i,i,i,i
Cc1cccc(NC(=O)C2CCN(S(=O)(=O)c3ccc4c(c3)OCCCO4)CC2)n1,i,i,-12,-2,i,i,-8,i,i,i,i
CC(=O)c1sc2nc(=O)c(C)nn2c1C,i,i,-3,1,i,i,0,i,i,i,i

# (list continues)
SMILES,ANO1 block,RGS4 act,hERG protect,HDAC3 inh,KCNQ1 block,TMEM16A act,SKKanGAS inh,RGS4 block,KCNQ1 pot,KCNK3 inh,KCNK9 block
C=CCOC(=O)C1=C[C@H](c2ccc(C(F)(F)F)cc2)C[C@H](OCCCCO)O1,i,i,-3,9,i,i,-2,i,i,i,i
CCOc1ccc(CCNC(=O)CN(C)S(=O)(=O)c2cccs2)cc1OCC,i,i,-11,-4,i,i,-2,i,i,i,i
Cc1c(CCC(=O)N[C@@H](CCCNC(N)=O)C(=O)O)c(=O)oc2cc3oc4c(c3cc12)CCCC4,i,i,-4,0,i,i,-9,i,i,i,i
O=C(Nc1cc(S(=O)(=O)N2CCCCC2)ccc1N1CCCCC1)C1CC1,i,i,-16,-4,i,i,1,i,i,i,i
Cc1ccc(NC(=S)NCc2ccco2)c(C)c1,i,i,-8,-1,i,i,2,i,i,i,i
CCc1cc2c(=O)c(-c3cnn(-c4ccccc4)c3)c(C)oc2cc1OCC(=O)Nc1ccc(F)c(F)c1,i,i,-11,-4,i,i,35,i,i,i,i
COc1cc(NC(=S)N2CCCCC2C)c(OC)cc1Cl (stereo not given),i,i,-7,-6,i,i,-4,i,i,i,i
CNS(=O)(=O)c1cccc(C(=O)OCC(=O)Nc2ccccc2F)c1,i,i,-5,7,i,i,-3,i,i,i,i
COc1cccc(COCC(O)Cn2cnc3cc(C)c(C)cc32)c1 (stereo not given),i,i,-14,-8,i,i,-2,i,i,i,i
COc1ccc(CCCc2nnc(SCC(=O)Nc3ncc(C)s3)o2)cc1,i,i,-7,0,i,i,-1,i,i,i,i
CC1(c2ccccc2Cl)NC(=O)N(CC(=O)c2ccc3c(c2)OCO3)C1=O (stereo not given),i,i,-21,0,i,i,1,i,i,i,i
CC(C)c1nc(SCC(=O)N2CCOCC2)c2c(=O)n(C)c(=O)n(C)c2n1,i,i,-11,-2,i,i,-2,i,i,i,i
NC(=O)c1nnsc1Sc1c(C(N)=O)nnn1-c1cccc(N)c1,i,i,-7,4,i,i,2,i,i,i,i
COCCn1c(SCC(=O)N2CCCCCC2)nc2c(c1=O)SCC2,i,i,-9,/,i,i,1,i,i,i,i
Cc1cc(-c2ccco2)n(CC(=O)NCCCc2ccccc2)n1,i,i,-12,3,i,i,-4,i,i,i,i
Cc1ccccc1NC(=O)Cn1c(NCC(C)O)nc2ccccc21 (stereo not given),i,i,-9,-1,i,i,-12,i,i,i,i
O=C(COC(=O)Cn1cnc2ccccc21)NCCc1ccc(Cl)cc1,i,i,-5,1,i,i,13,i,i,i,i
O=C(COC(=O)C12CC3CC(CC(C3)C1)C2)Nc1nccs1,i,i,-9,2,i,i,5,i,i,i,i
Cc1cccc(NC(=O)COC(=O)c2cccc3c2C(=O)c2ccccc2C3=O)c1C,i,-7.2*,-21,/,i,i,10,i,i,i,i
CC1CCCCN1C(=O)COC(=O)c1cc([N+](=O)[O-])ccc1N (stereo not given),i,i,-19,3,i,i,-1,i,i,i,i
O=C(c1ccc(COc2ccc(Cl)cc2)cc1)N1CCCCC1,i,i,-2,9,i,i,-4,i,i,i,i
COc1ccc(-n2c(C)c3c(OC)cccc(=O)c3c2C)cc1,i,i,-15,-7,i,i,6,i,i,i,i
COc1ccc(C2=NNC(=O)CC2)cc1,i,i,-5,0,i,i,2,i,i,i,i
Cc1cc(-c2nnc(SCC(=O)Nc3ccccc3C(F)(F)F)o2)c(C)n1-c1ccccc1,i,i,-14,2,i,i,-3,i,i,i,i
O=C(c1ccccc1)N(C1=NCCCCS1)c1ccccc1,i,i,-10,-4,i,i,-4,i,i,i,i

# Following part:
SMILES,ANO1 block,RGS4 act,hERG protect,HDAC3 inh,KCNQ1 block,TMEM16A act,SKKanGAS inh,RGS4 block,KCNQ1 pot,KCNK3 inh,KCNK9 block
Cc1cc(Nc2ccccc2O)c2ccccc2n1,i,i,-4,2,i,i,-3,i,i,i,i
CCC1(C)Cc2ccccc2-c2c1c(=O)n(Cc1ccccc1)c1nnnn21 (stereo not given),i,i,-8,-3,i,i,69*,i,i,i,i
CC(C)[C@H](NC(=O)N1CCn2c1nc1ccccc12)C(=O)N[C@H](C(=O)O)c1ccccc1,i,i,-4,8,i,i,2,i,i,i,i
COCCn1nnnc1C(c1ccccc1)N1CCN(C)CC1 (stereo not given),i,i,-7,-3,i,i,0,i,i,i,i
O=Cc1c(-[n+]2ccccc2)nc([O-])n1-c1ccccc1,i,i,-6,3,i,i,4,i,i,i,i
C=CCOC(=O)C1=C(C)OC(N)=C(C#N)C1c1ccc2c(c1)OCO2 (stereo not given),i,i,-9,-3,i,i,1,i,i,i,i

# Compound activity from PubChem.
